# Screening results: PubChem BioAssay, several laboratories
# CTSL1 counter – counter-screen for PFM18AAP inhibitors: inhibitors of F. hepatica cathepsin L1; 300,000 tested, 0.49% active; AID 1906; inhibition, % at 5.96 µM; recombinant F. hepatica cathepsin L1, Z-Leu-Arg-MCA fluorescence;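 active means inhibition above the mean of all tested compounds plus 3 SD, set per screening campaign, cut at about 17% in these data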;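 further: 0% = plate median of test compound wells and 100% = 1 µM Z-Phe-Ala-diazomethylketone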
# PREPL inh – inhibitors of human prolyl oligopeptidase-like enzyme PREPL. inhibition, % at 5.96 µM. 320,000 tested, 0.68% active. recombinant PREPL, fluorescence polarization activity-based probe. Q4J6C6; in the data active means inhibition above about 43%;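 further: 0% = enzyme with DMSO and 100% = wells lacking enzyme; many of its hits are not listed in these tables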
# PP1 counter – blocks human PP1-alpha phosphatase, a PP5 counter-screen | inhibition, % at 6.7 µM | purified PP1alpha, OMFP fluorescence | 320,000 tested, 0.9% active;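 active means inhibition above the mean inhibition of all tested compounds plus 3 SD, computed separately for each screening campaign, cut at about 15% in these data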
# Target sequence (P62136 whole entry, looked up): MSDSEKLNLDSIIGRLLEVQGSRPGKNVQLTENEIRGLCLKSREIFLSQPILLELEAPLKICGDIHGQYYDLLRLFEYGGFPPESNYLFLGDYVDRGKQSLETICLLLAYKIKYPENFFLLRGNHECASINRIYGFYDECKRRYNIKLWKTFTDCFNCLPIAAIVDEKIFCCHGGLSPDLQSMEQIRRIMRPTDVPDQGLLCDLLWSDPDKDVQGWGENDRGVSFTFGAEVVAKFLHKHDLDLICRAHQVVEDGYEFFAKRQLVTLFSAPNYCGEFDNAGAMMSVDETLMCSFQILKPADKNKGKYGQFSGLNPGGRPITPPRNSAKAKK
# EBNA-1 inhibitor – blocks EBNA-1 binding to DNA; EBNA-1 DNA binding, fluorescence polarization; inhibition, % at 14.8 µM; 300,000 tested, 0.34% active; in the data active means inhibition above about 28%
# Efflux pump inh – blocks antifungal efflux pumps in multiplex yeast assay | S. cerevisiae Candida pump triplex, Nile Red efflux | inhibition, % at 10 µM | 330,000 tested, 0.44% active;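 active means plate passing quality check with inhibition over a set limit, or well fluorescence over plate mean plus 4 SD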;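 further: Nile Red retained in pooled yeast measured as flow cytometry median fluorescence; 0% = buffer negative control and 100% = Enniatin B positive control; higher means more Nile Red kept so more efflux inhibition; some compounds called inactive have numbers as strong as hits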
# TPT1 inh – blocks Candida albicans tRNA 2'-phosphotransferase; recombinant caTPT1, FP RNA substrate dephosphorylation; 300,000 tested, 0.81% active; inhibition, % at 5 µM;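 active means inhibition above the mean of all tested compounds plus 3 SD, set per screening campaign, cut at about 24% in these data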;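 further: plate controls were DMSO alone for no effect and ferristatin control at 100 nM for full effect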
# core dimer inh – blocks dimerization of HCV core protein; TR-FRET GST/Flag-core106 dimerization, 1536-well; inhibition, % at 5 µM; 300,000 tested, 0.33% active;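 active means inhibition above the mean of all tested compounds plus 3 SD, set per screening campaign, cut at about 45% in these data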
#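 Test system: GST/Flag-tagged HCV core106 proteins; Medium: KF-containing HEPES buffer, pH 7.45, DTT, CHAPS, BSA; Times: compound-protein-antibody incubation 4 h at 22.5 °C; Detection: TR-FRET 671 and 617 nm emission; Benchmarks: wells lacking GST-core106 and wells with excess unlabelled core106.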
# ZTA counter – counter-screen for EBNA-1 inhibitors: inhibitors of Epstein-Barr virus ZTA | P03206 | ZTA-DNA binding, fluorescence polarization | inhibition, % at 11 µM | 320,000 tested, 0.15% active | AID 2234; in the data active means inhibition above about 33%
# PP5 primary – PP5 (human) phosphatase inhibition; P53041; purified PP5c, OMFP substrate fluorescence; inhibition, % at 6.7 µM; 320,000 tested, 0.18% active; AID 1987;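 active means inhibition above the campaign's mean inhibition across all tested compounds plus 3 SD, cut at about 9.5% in these data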;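 further: 0% = DMSO only and 100% = 100 µM cantharidin control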
# Target sequence (P53041 whole entry, looked up): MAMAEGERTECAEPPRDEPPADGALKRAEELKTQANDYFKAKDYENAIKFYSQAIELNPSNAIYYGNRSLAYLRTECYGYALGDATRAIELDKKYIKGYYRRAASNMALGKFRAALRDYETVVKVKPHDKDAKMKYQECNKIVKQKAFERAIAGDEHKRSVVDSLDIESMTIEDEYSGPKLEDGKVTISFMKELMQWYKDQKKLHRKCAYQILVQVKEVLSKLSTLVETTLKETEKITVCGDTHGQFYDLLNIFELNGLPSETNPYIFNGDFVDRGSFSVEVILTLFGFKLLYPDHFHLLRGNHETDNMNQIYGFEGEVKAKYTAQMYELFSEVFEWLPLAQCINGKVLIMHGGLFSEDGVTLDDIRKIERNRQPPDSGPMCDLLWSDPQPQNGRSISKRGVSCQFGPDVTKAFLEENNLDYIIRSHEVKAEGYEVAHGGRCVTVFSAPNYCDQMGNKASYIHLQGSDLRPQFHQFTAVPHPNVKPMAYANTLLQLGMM
# Numbers without * were called inactive. This is a subset (hit frequency here may not be typical).
SMILES,CTSL1 counter,PREPL inh,PP1 counter,EBNA-1 inhibitor,Efflux pump inh,TPT1 inh,core dimer inh,ZTA counter,PP5 primary
CCCNC(=O)C1Cc2cc(S(=O)(=O)N3CCCC3)ccc2N1C(C)=O (stereo not given),-5.6,4.8,-8.5,0.9,-0.1,-1.3,-0.8,6.9,0.5
CC(=O)N1CSCC1C(=O)O (stereo not given),-3.5,1.6,-5.6,-10.2,0.0,1.0,3.5,1.6,1.4
Cc1ccc(C)c(SCC(=O)c2ccc[nH]2)c1,0.9,-8.4,-1.8,-12.2,0.0,-3.0,0.7,10.9,-0.5
Cc1[nH]nc2oc(=O)c(CCO)c(C)c12,5.1,6.5,-1.9,0.0,-0.1,-3.9,-3.8,-11.1,-1.2
CCCCn1c(SCC(=O)NC2CCS(=O)(=O)C2)nc2cc(S(N)(=O)=O)ccc21 (stereo not given),-4.5,10.3,-0.8,12.4,-0.1,-2.1,-1.5,-12.2,1.7
CC(C)CC(=O)NC(=S)Nc1ccccc1N1CCCC1,19.7*,1.3,0.0,14.8,-0.1,-1.4,4.2,15.5,0.3
COc1ccc(S(=O)(=O)CCc2nnc(NC(C)=O)s2)cc1,4.7,9.3,-3.2,-12.1,0.1,-3.6,0.2,-19.1,0.1
O=C(Nc1ccccc1)/C(=C/c1ccccc1)NC(=O)c1ccco1,-2.0,-3.2,-3.5,-6.6,0.0,7.2,1.1,14.2,0.1
COC(=O)c1ccc(COc2ccc(C=O)cc2)o1,-1.5,1.6,3.4,-9.7,0.0,4.3,-6.0,3.3,0.9
Cc1ccccc1C(=O)NNC(=O)C1CCN(C(=O)Nc2ccccc2)CC1,-0.8,3.4,-7.5,1.1,-0.1,1.5,-1.8,5.6,1.6
CN1CCN(c2ccc(NC(=O)CSc3nnnn3-c3ccccc3Cl)cc2)CC1,-1.0,3.0,-4.6,-8.1,-0.4,0.8,-6.5,1.3,1.1
Cc1cc(C)nc(Sc2c(C)n[nH]c2C)n1,-0.2,11.8,-4.8,-19.4,0.0,0.3,-2.2,-5.7,3.0
CSc1nnc(-c2ccccc2)c(-c2ccccc2)n1,1.4,0.4,-1.7,-5.1,0.2,-6.2,0.1,-11.0,-0.5
COc1ccc(/C=C2\C(=O)ON=C2c2ccccc2)cc1,0.7,-5.8,2.2,11.4,-0.1,2.0,3.2,1.1,-2.1
CC(=O)Nc1coc2ccc(Br)cc12,0.5,2.5,0.3,-9.9,-0.1,0.9,5.2,-13.0,3.0
Cc1ccc(CCNC(=O)C2CCN(S(=O)(=O)N3CCCC3)CC2)cc1,1.6,30.4,-1.5,11.6,-0.2,-2.6,-2.7,-2.9,-1.9
COc1ccc(NC(=O)c2ccc(-n3nc(C)c[n+]3[O-])cc2)cc1,-2.4,-0.2,-0.1,-11.9,0.1,1.6,-1.6,1.8,3.7
CC(NC(=O)Nc1cccc([N+](=O)[O-])c1)c1ccc2c(c1)OCO2 (stereo not given),-2.2,-0.4,-2.1,7.5,-0.1,-2.5,6.7,13.2,1.7
COc1ccc(C2=NN3C(=O)c4c(ccc(OC)c4OC)C3C2)cc1 (stereo not given),-4.6,27.8,5.6,-5.4,0.3,-3.2,-4.6,-6.5,-2.8
COCCNS(=O)(=O)c1ccc2c(c1)C(=O)c1cc(S(=O)(=O)NCCOC)ccc1-2,-0.8,14.4,-1.9,3.5,-0.2,-1.0,1.5,-18.4,1.0
COc1ccc(/C=N\NC(=O)c2nn(C)cc2Cl)cc1CN1CCOCC1,-1.6,10.7,0.1,-10.7,0.4,-3.5,-9.1,-11.2,0.5
COc1cc(=O)[nH]c(SCC(=O)Nc2ccc3ccccc3c2)n1,0.5,-10.6,3.1,10.9,0.0,0.8,5.2,-1.8,1.2
Cc1nc2ccc(NS(=O)(=O)c3ccc(F)cc3)cc2s1,-0.2,18.9,1.0,12.3,-0.1,-4.6,-13.0,5.5,2.2
COC(=O)c1ccc(C(=O)NC2CC(C)(C)Cc3c2cnn3-c2ccc(F)cc2)nc1 (stereo not given),1.2,0.9,1.6,-4.5,0.1,-1.9,12.1,3.1,2.4
Cn1cccc1-c1nc2ccccc2n1C,-2.8,-7.5,2.9,-0.1,-0.3,-0.8,-0.2,-0.9,1.4
Cc1cccc(CN2CCN(Cc3ccc(-n4cccn4)cc3)CC2CCO)n1 (stereo not given),-0.8,-2.0,-3.5,-1.4,0.2,-0.9,-2.6,-10.9,1.3
Cc1cc(Cl)ccc1OCCCC(=O)NCCc1nnc2ccccn12,9.6,0.5,-4.8,-10.1,0.1,0.5,-19.7,-1.9,0.1
Cn1c(=O)c(=O)n(C)c2cc(S(=O)(=O)N3CCOCC3)ccc21,-1.5,1.4,-1.6,14.0,0.1,-1.7,-0.5,5.3,1.0
Cn1c(O)c(C2=c3ccccc3=NC2=O)sc1=Nc1ccc(Cl)cc1,4.0,15.3,14.6,-4.1,0.0,6.0,2.6,1.0,3.0
O=C(NC(=S)Nc1ccccc1N1CCN(C(=O)c2ccccc2)CC1)c1ccccc1F,2.3,8.5,1.5,1.2,-0.4,3.4,31.9,21.4,1.6
O=C(OC1CCc2ccccc2C1=O)c1ccccc1O (stereo not given),4.3,15.2,-0.4,0.8,0.1,-3.8,8.3,19.8,2.0
CC(C)N1CCN(C2CSCCSC2)CC1CCO (stereo not given),-6.2,-5.8,0.7,-3.7,-0.2,-3.8,-1.3,-1.2,-2.1
C=CCN1C(=O)C(Cc2ccc(OC)cc2)SC1=Nc1ccc(C(=O)O)cc1 (stereo not given),-1.5,4.7,-5.3,-8.3,0.1,-1.7,-8.5,3.5,0.6
CCCCOc1ccc(NC(=O)Cn2c(=O)ccc3c(C)cc(C)nc32)cc1,4.1,7.8,2.8,-2.0,-0.1,-2.9,22.7,-18.8,0.0
Cc1cc2cc(CNC(=O)c3ccc4c(c3)OCO4)ccc2n1C,-1.3,43.0,8.0,0.4,0.0,-11.0,10.8,-11.9,-1.1
Cc1cc(C(=O)Nc2ccon2)ccc1[N+](=O)[O-],-2.7,-10.1,-3.8,6.1,0.0,-4.8,-2.4,12.9,-1.1
O=S(=O)(NCc1ccccc1)c1cccc2cccnc12,-3.6,-1.0,-3.2,0.7,-0.2,2.7,5.6,7.4,-0.1
CCOc1ccc(NS(=O)(=O)c2cc(C)c(C)cc2C)cc1,2.0,-6.2,3.8,-1.9,0.0,-2.5,2.0,7.9,2.2
O=C(NCc1ccc(-n2cccc2)cc1)c1cccc(F)c1,5.6,13.5,-0.1,-1.4,0.0,-0.1,0.6,3.6,4.3
COc1ccc(NC(=S)NC(=O)Cc2ccccc2)c(OC)c1,7.0,6.9,3.9,-6.0,-0.2,-3.7,-8.4,-3.4,1.3
CCN1CCc2nc(NC(=O)C(c3ccccc3)c3ccccc3)sc2C1,2.1,6.7,3.5,14.7,0.0,18.5,15.4,21.9,-1.5
Cc1ccc(S(=O)(=O)/N=C2\CN(C)C(=O)N2C)cc1,-1.9,0.6,-0.3,-5.2,0.3,-0.1,-7.6,-1.7,1.2
CCc1noc(C)c1C(=O)Nc1nc2c(C)cccc2s1,-0.5,-10.4,-4.2,4.2,0.0,1.7,4.8,-5.4,-0.2
COc1ccc(NC(=O)CC2C(=O)N(C)C(=S)N2CCc2ccccc2F)cc1 (stereo not given),0.2,-1.9,5.2,-24.3,-0.1,-1.6,1.2,-0.9,5.6
c1ccc(-c2nc(N3CCOCC3)sc2-c2ccccc2)cc1,4.5,3.6,0.5,0.9,0.0,0.5,-13.3,-3.3,3.5
COc1cccc(C(=O)N(Cc2cccs2)C2CCS(=O)(=O)C2)c1 (stereo not given),0.8,11.7,-4.1,4.6,0.2,1.1,-1.5,5.0,1.5
Cc1cc(C)nc(NNS(=O)(=O)c2ccc(F)c(Cl)c2)n1,-0.6,-13.1,6.4,-6.1,-0.1,-1.0,-3.2,-20.3,-0.5
COc1cc(C(=O)OCC(=O)NC2CCCC2)cc(OC)c1OC,-2.7,-6.1,0.6,-4.1,-0.2,0.1,-12.7,-3.4,1.0
CCC1CN(C(=O)N2CCC(C(=O)NCc3ccc(OC)cc3OC)CC2)c2ccccc2O1 (stereo not given),-2.3,14.6,6.6,-13.4,0.0,-1.0,-0.9,3.9,1.8
Cc1ccc(-c2nc(SC(C)C(=O)N3CCOCC3)n[nH]2)cc1 (stereo not given),-4.0,0.8,-1.1,0.4,0.1,-0.4,1.5,-2.1,2.8
CN(C)c1ccc(CN(Cc2ccco2)C(=O)c2ccco2)cc1,-2.4,9.9,-4.0,-17.2,0.2,2.3,1.6,-15.2,-0.7
CCOC(=O)C1CCCN(C(=O)c2cc(S(=O)(=O)Nc3ccccc3OC)ccc2C)C1 (stereo not given),-3.2,0.0,-5.2,0.4,-0.1,0.9,3.1,5.8,0.8
CCc1c(O)cc2n(c1=O)-c1ccc(Cl)cc1C2(C)C,0.9,0.6,-10.7,8.4,-0.1,0.5,-5.0,11.8,-2.6
CCNC(=O)C(=O)Nc1ccc([N+](=O)[O-])cc1,3.2,11.4,1.3,0.7,-0.1,2.2,-3.0,-18.6,0.9
COc1cc(C2NC(=O)NC(c3ccccc3)=C2C(C)=O)c(Cl)cc1OCC(=O)O (stereo not given),1.7,-2.3,-6.1,0.2,0.0,5.6,3.4,-3.9,-1.8
CCOc1ccc(NC(=O)CCN2CCN(c3ccccc3F)CC2)cc1,1.5,27.7,0.7,8.4,0.1,-0.3,0.8,4.8,0.5
Nc1ccc(-c2cc(-c3cccc(N)c3)nc(-c3ccccc3)n2)cc1,4.3,12.0,5.1,12.0,0.3,1.5,-3.4,17.1,4.9
C=CCNc1sc(C(=O)c2ccccc2)c(N)c1C#N,0.1,0.4,2.7,-0.6,0.1,-3.2,0.8,-3.0,1.7
COc1ccc(-c2cc(=O)oc3cc(OCc4nn[nH]n4)ccc23)cc1,2.6,5.8,-0.7,7.2,-0.2,3.1,0.7,4.6,1.7

# Among those listed so far, seven contain fluorine.
SMILES,CTSL1 counter,PREPL inh,PP1 counter,EBNA-1 inhibitor,Efflux pump inh,TPT1 inh,core dimer inh,ZTA counter,PP5 primary
Cc1nc2ccc(NS(=O)(=O)c3ccc(F)cc3)cc2s1,-0.2,18.9,1.0,12.3,-0.1,-4.6,-13.0,5.5,2.2
COC(=O)c1ccc(C(=O)NC2CC(C)(C)Cc3c2cnn3-c2ccc(F)cc2)nc1 (stereo not given),1.2,0.9,1.6,-4.5,0.1,-1.9,12.1,3.1,2.4
O=C(NC(=S)Nc1ccccc1N1CCN(C(=O)c2ccccc2)CC1)c1ccccc1F,2.3,8.5,1.5,1.2,-0.4,3.4,31.9,21.4,1.6
O=C(NCc1ccc(-n2cccc2)cc1)c1cccc(F)c1,5.6,13.5,-0.1,-1.4,0.0,-0.1,0.6,3.6,4.3
COc1ccc(NC(=O)CC2C(=O)N(C)C(=S)N2CCc2ccccc2F)cc1 (stereo not given),0.2,-1.9,5.2,-24.3,-0.1,-1.6,1.2,-0.9,5.6
Cc1cc(C)nc(NNS(=O)(=O)c2ccc(F)c(Cl)c2)n1,-0.6,-13.1,6.4,-6.1,-0.1,-1.0,-3.2,-20.3,-0.5
CCOc1ccc(NC(=O)CCN2CCN(c3ccccc3F)CC2)cc1,1.5,27.7,0.7,8.4,0.1,-0.3,0.8,4.8,0.5
